Compound activity (PubChem BioAssay)
3T3 cytotox: kills NIH 3T3 cells; NIH 3T3 viability, CellTiter-Glo ATP luminescence, 48-72 h; actives 4.3% (n = 94,000); Potency, µM (series often up to 96.7 µM), inactives show top-dose activity change, negative = cytotoxicity, usual class: inhibitors; further: potency means the concentration at half of the fitted maximal effect; nearly all actives have a fitted effect of over 55% in size
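Cells were seeded at 400 per well, treated with pin-transferred compound, and kept 48 or 72 hr at 37 °C before CellTiter-Glo addition and luminescence imaging of cellular ATP.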
SNCA expr inh: reduces expression of the alpha-synuclein gene | HEK-293 SNCA-luciferase knock-in, luminescence, 24 h | Potency, µM (titrated, usually from 57.2 µM), for the others: top-dose activity change, negative = inhibition, usual class: inhibitors | actives 0.17% (n = 140,000) | AID 1671194;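 further: potency means the concentration at half of the fitted maximal effect; plate controls were DMSO cells for no effect and cell-free wells for full effect; nearly all actives have a fitted effect of over 45% in size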
HEK293 viab: cell viability loss counter-screen; Potency, µM (highest dose often 57.1 µM), without a hit: at the highest dose activity change, negative = cytotoxicity, usual class: cytotoxic; actives 0.12% (n = 150,000); HEK-293-SNCA-luc viability, GF-AFC fluorescence, 24 h;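 further: potency means the concentration at half of the fitted maximal effect; 0% = DMSO-treated cells and -100% = medium-only wells without cells; nearly all actives have a fitted effect of over 30% in size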
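HEK-293-SNCA-luc cells (1500/well) plated 24 h, then exposed 24 h to a dilution series; GF-AFC added 30 min at 37C, fluorescence 405/540 nm; normalised to medium-only and DMSO wells, Hill fit.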
IP6K1 inhibitor: blocks human inositol hexakisphosphate kinase 1. Q92551. IP6K1 kinase, ADP-Glo luminescence, 2 h; stronger effect = lower value. activity change, % (series mostly up to about 58 µM). actives 0.81% (n = 140,000); in the data active means activity change below about -25%
Target sequence (Q92551 whole entry, looked up): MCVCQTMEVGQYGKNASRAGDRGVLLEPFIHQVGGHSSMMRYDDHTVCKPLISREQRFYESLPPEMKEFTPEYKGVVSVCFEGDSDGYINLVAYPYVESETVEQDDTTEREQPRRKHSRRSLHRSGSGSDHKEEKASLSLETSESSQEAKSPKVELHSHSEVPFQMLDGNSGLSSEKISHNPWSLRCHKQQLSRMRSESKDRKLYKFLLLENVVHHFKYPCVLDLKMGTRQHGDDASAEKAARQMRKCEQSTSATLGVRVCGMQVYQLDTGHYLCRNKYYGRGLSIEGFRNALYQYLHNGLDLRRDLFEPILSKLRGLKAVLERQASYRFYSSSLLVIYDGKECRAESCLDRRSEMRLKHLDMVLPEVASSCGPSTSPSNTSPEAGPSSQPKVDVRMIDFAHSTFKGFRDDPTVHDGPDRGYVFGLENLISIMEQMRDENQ
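ADP-Glo luminescence measures ADP made by human IP6K1 during a 2 h RT reaction with ATP/IP6 (mix at 1.3 mM/130 uM); top library doses 57.5 and 19.1 uM final.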
Luciferase inh: blocks purified firefly luciferase enzyme activity | Potency, µM (top dose mostly 115 µM), for inactives: top-dose activity change, negative = inhibition, actives largely listed as inhibitors | purified P. pyralis luciferase, luminescence, biochemical | P08659 | actives 2.5% (n = 76,000); further: potency means the concentration at half of the fitted maximal effect; nearly all actives have a fitted effect of over 65% in size
Target sequence (P08659 whole entry, looked up): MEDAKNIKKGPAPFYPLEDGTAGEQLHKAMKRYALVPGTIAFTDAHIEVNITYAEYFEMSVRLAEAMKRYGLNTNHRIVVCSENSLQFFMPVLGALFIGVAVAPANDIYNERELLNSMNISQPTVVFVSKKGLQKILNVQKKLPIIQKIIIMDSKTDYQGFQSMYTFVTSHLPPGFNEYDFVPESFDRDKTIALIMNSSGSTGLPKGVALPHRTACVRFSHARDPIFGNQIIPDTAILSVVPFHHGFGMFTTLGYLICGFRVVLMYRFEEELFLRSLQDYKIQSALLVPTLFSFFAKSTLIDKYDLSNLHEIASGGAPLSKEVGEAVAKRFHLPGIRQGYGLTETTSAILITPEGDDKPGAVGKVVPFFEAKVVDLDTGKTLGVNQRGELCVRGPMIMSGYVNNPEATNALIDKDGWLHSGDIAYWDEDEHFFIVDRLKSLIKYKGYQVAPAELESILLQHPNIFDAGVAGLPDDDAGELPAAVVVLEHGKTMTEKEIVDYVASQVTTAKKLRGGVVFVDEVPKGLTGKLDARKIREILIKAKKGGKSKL
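Purified P. pyralis luciferase (10nM final) in 50mM Tris acetate pH 7.5, 10mM Mg acetate, 0.01% Tween-20, 0.05% BSA with 10uM D-luciferin and 10uM ATP. Compounds titrated qHTS. Luminescence imaged on CCD.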
GPT2 inhibitor: GPT2 alanine aminotransferase inhibition | Recombinant GPT2, coupled pyruvate oxidase/HRP Amplex Red fluorescence | Potency, µM (doses to about 57.7 µM), without a hit: at the top dose activity change, negative = inhibition, usual class: inhibitors | actives 0.25% (n = 100,000); further: potency means the concentration at half of the fitted maximal effect; nearly all actives have a fitted effect of over 60% in size; many of its hits are not listed in these tables
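Recombinant GPT2 (10ng/uL) with 250uM a-KG and 2mM L-alanine, 30 min at room temperature, in HEPES pH 7.5 buffer. Pyruvate detected by pyruvate oxidase/HRP/Amplex Red fluorescence after 30 min in the dark; AOA (50uM) as positive control.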
HEK cytotox: cytotoxic compounds in HEK 293 cells; HEK 293 viability, ATP luminescence (CellTiter-Glo), 48-72 h; Potency, µM (doses to about 115 µM), for inactives: at the top dose activity change, negative = cytotoxicity, hits mostly inhibitors; AID 1345083; actives 6.6% (n = 94,000); further: potency means the concentration at half of the fitted maximal effect; nearly all actives have a fitted effect of over 60% in size
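qHTS cytotoxicity; HEK 293, 250 cells/well; compound pinned; 48 or 72 hr, 37 degree Celsius, 5% CO2, 95% humidity; CellTiter-Glo, 10 min RT; luminescence (ATP).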
Active calls of the source: *; i = inactive; ? = inconclusive; nt = not tested or not shown; [ ] = dose if it differs, or a comment. Unless noted, the call rests on the fitted dose curve; in most records, active means well fitted curve in the direction sought with a large enough effect; inconclusive means small, poorly fitted or top-dose-only effect, or another doubt; inactive means no such curve, though single readings can be large; an effect the other way counts as inactive or inconclusive. Unless noted, on the % scale 0 is the no-effect control and ±100 the full control effect.

Values run as follows: 3T3 cytotox, SNCA expr inh, HEK293 viab, IP6K1 inhibitor, Luciferase inh, GPT2 inhibitor, HEK cytotox
O=C(c1cccc(Cl)c1)N1CCc2nc(-c3ccccc3)nc(-c3ccc(Cl)cc3)c2C1
 : ?, ?, -16%, 25, 6%, i, 28µM*
O=C(NCc1ccccc1)N1CCCC(c2nc(CCOc3ccc(F)cc3)no2)C1 (configuration not stated)
 : ?, 11%, -11%, -9, -21%, -7%, ?
COc1cc(OC)c(NC(=O)CN2C(=O)CCn3nc(-c4cccn4C)cc32)cc1Cl
 : nt, 2%, -1%, 6, nt, nt, nt
CCOc1ccc(-c2nnc(SCC(=O)Nc3cccc(C#N)c3)o2)cc1
 : nt, 73%[activator], -12%, 12, nt, nt, nt
O=C(c1ccccc1)N1CCN(CCc2ccncc2)CC1
 : nt, 5%, -2%, -1, nt, nt, nt
O=C(c1ccco1)n1nc(-c2ccccc2)nc1NCc1ccc(F)cc1
 : nt, 19%, 8%, 8, nt, nt, nt
COc1cc(OC)c(NC(=O)N2CC=C(c3c[nH]c4ccccc34)CC2)cc1Cl
 : nt, -12%, 8%, 3, nt, nt, nt
COCCNC(=O)[C@@H]1C[C@@H](O)CN1C1CCN(C(=O)CC(C)C)CC1
 : -19%, 3%, -2%, 4, -8%, i, -13%
COCCNc1ncnc2c1CN(c1ccccc1F)C(=O)CN2C
 : -23%, 15%, 14%, -5, -8%, 0%, 1%
CCCCNC(=O)c1cccc2c1CCN2S(=O)(=O)c1ccc(C)cc1
 : ?, -3%, -7%, -2, -5%, 1%, 18µM*

More entries.
Values run as follows: 3T3 cytotox, SNCA expr inh, HEK293 viab, IP6K1 inhibitor, Luciferase inh, GPT2 inhibitor, HEK cytotox
Cc1cc2nc3n(c(=O)c2n1CC(=O)NCCCc1ccccc1)CCCCC3
 : -20%, 2%, -21%, 17, 1%, i, ?
N#Cc1c(-c2ccccc2)cc(-c2ccccc2)nc1SCC(O)CS(=O)(=O)Cc1ccc(Cl)cc1 (configuration not stated)
 : nt, -11%, 4%, -8, nt, nt, nt
Cc1nnc(C[C@@H]2C=C(c3ccc(Cl)cc3)c3ccccc3-n3c(C)nnc32)o1
 : nt, nt, -9%, 5, nt, 3%, nt
CC1=NS(=O)(=O)N(C)C=C1C(=O)OCc1nc(-c2ccccc2C)no1
 : -30%, -2%, 6%, -8, -5%, 3%, -23%
Cn1nccc1CN1CCC(N2Cc3ccccc3C2=O)CC1
 : 5%, 40%[activator], 0%, 3, nt, -3%, 2%
Cc1ccc(CNC(=O)c2sc3nc(-c4ccccc4)cn3c2C)cc1
 : nt, -6%, 17%, -6, nt, nt, nt
COc1cc(Cl)c(C)cc1NC(=O)c1cc2c(s1)-c1c(C)cccc1OC2
 : nt, 7%, -1%, -21, nt, nt, nt
CCN1CCN(c2c(S(=O)(=O)c3ccc(C)c(C)c3)cnc3cc(OC)c(OC)cc23)CC1
 : nt, -19%, -11%, -2, nt, nt, nt
CCCNC(=O)c1ccc(CN2C(=O)NC3(CCS(=O)(=O)CC3)C2=O)cc1
 : -6%, -23%, -14%, -12, 2%, i, 12%
COc1ccc2c(c1)c(=O)c(S(=O)(=O)c1ccc(C)c(C)c1)cn2CC(=O)Nc1ccccc1
 : nt, -21%, -3%, 7, nt, nt, nt

Remaining list, next part.
Values run as follows: 3T3 cytotox, SNCA expr inh, HEK293 viab, IP6K1 inhibitor, Luciferase inh, GPT2 inhibitor, HEK cytotox
O=C(COc1ccc(Cl)cc1)Nc1ccc(-c2nc3cc(Cl)ccc3o2)c(O)c1
 : nt, 107%[activator], 15%, 4, nt, nt, nt
CC(C)NC(=O)N(C1CC1)C1CCOC2(CCN(C(=O)c3n[nH]c4ccccc34)CC2)C1 (configuration not stated)
 : -23%, -20%, 0%, 9, 0%, 4%, -10%
Cn1nc(C2CCN(C(=O)NCc3ccccc3)CC2)c2c1CCOC2
 : 2%, -9%, 6%, 11, -8%, -9%, 2%
COCc1nnc2n1CCC(NC(=O)Cn1nc(C(F)(F)F)cc1C)CC2 (configuration not stated)
 : i, 15%, -6%, -13, 6%, -7%, i
Cc1cccc(N2CC(C)Cn3c2nc2c3c(=O)n(CC(=O)O)c(=O)n2C)c1 (configuration not stated)
 : nt, 1%, -1%, -5, nt, nt, nt
Cc1ccc(-n2c(SCCC(C)C)nc3sc4c(c3c2=O)CC(C)(C)OC4)cc1
 : nt, -1%, 12%, -10, nt, nt, nt
COc1cc(NC(=O)CN2C(=O)C(c3ccc(C)cc3)=NC23CCCCCC3)cc(OC)c1
 : nt, -30%, 3%, -2, nt, nt, nt
C=Cc1ccc(Cn2c(C)c(CNCCc3ccc(OCC)cc3)c(C(=O)O)c2C)cc1
 : nt, -13%, -23%, -3, nt, nt, nt
O=C(NCCc1ccc(Cl)cc1)c1cc(-c2ccc(Cl)cc2Cl)c2cccn2n1
 : -23%, 30%, 0%, 6, nt, -2%, ?
Cc1ccc(-c2nc3c4ccccc4n(CC(=O)N4CCN(c5ccccc5F)CC4)c(=O)n3n2)cc1
 : nt, -14%, -4%, -10, nt, nt, nt

Later entries.
Values run as follows: 3T3 cytotox, SNCA expr inh, HEK293 viab, IP6K1 inhibitor, Luciferase inh, GPT2 inhibitor, HEK cytotox
O=[S+]1([O-])NC2(CCN(Cc3ccc(F)cc3)CC2)CNc2ccccc21
 : ?, -6%, 4%, 28, -4%, ?, ?
Nc1ncnc2c1ncn2[C@@H]1O[C@H](COP(=O)(O)CP(=O)(O)OP(=O)(O)O)[C@@H](O)[C@H]1O
 : nt, 23%, 4%, nt, nt, -6%, nt
Cc1noc(C)c1-c1cc2c(c(-c3cccc(CO)c3)c1)C(=O)N(C)C2=O
 : ?, 50%[activator][87.6 µM], -8%[87.6 µM], 27, 1%[172 µM], -7%[88.5 µM], i
COc1c2c(c(C)c3c1C(=O)OC3)OC1(C)CC(O)C3(O)C(C)(C)OC(=O)CCC3(C)C1C2 (configuration not stated)
 : nt, nt, -6%[23.9 µM], 4, nt, 0%[27.3 µM], nt
O=C(CC1CCN(S(=O)(=O)c2ccc3c(c2)OCCO3)C1)NCc1ccccc1 (configuration not stated)
 : -24%, 4%, -11%[12.5 µM], 18, -1%, i, ?
CC1=C(C(=O)Nc2ccc(C)cc2)C(c2ccccc2Cl)n2nnnc2N1 (configuration not stated)
 : nt, -12%, -6%, 3, nt, nt, nt
COc1ccc(C(=O)NC2CCN(c3cn[nH]c(=O)c3)CC2)c(OC)c1
 : -20%, -13%, -32%, -13, -9%, i, -7%
COc1ccc(Cl)cc1-n1c(CCC(=O)O)ccc1-c1ccc(C)cc1
 : nt, -8%, 12%, 26, nt, nt, nt
CN(C)CCCN=c1c2ccccc2n(C)c2[nH]c(=O)n(C)c(=O)c12
 : nt, -14%, ?, nt, nt, i, nt
FC(F)(F)c1cc(-c2ncn(/C=C\c3nnco3)n2)cc(C(F)(F)F)c1
 : nt, nt, -8%, -1, nt, 3%, nt

The last 4 compounds of the part before lead into the next.
Values run as follows: 3T3 cytotox, SNCA expr inh, HEK293 viab, IP6K1 inhibitor, Luciferase inh, GPT2 inhibitor, HEK cytotox
COc1ccc(C(=O)NC2CCN(c3cn[nH]c(=O)c3)CC2)c(OC)c1
 : -20%, -13%, -32%, -13, -9%, i, -7%
COc1ccc(Cl)cc1-n1c(CCC(=O)O)ccc1-c1ccc(C)cc1
 : nt, -8%, 12%, 26, nt, nt, nt
CN(C)CCCN=c1c2ccccc2n(C)c2[nH]c(=O)n(C)c(=O)c12
 : nt, -14%, ?, nt, nt, i, nt
FC(F)(F)c1cc(-c2ncn(/C=C\c3nnco3)n2)cc(C(F)(F)F)c1
 : nt, nt, -8%, -1, nt, 3%, nt
O=C(Nc1ccccc1)N1CCCC(Cn2c(C3CC3)nc3cccnc32)C1 (configuration not stated)
 : -18%, -5%, 0%, 4, 3%, 1%, -2%
O=C(CN1C(=O)COc2ccc(C(=O)COc3ccc(Cl)cc3F)cc21)NC1CCCCC1
 : ?, ?, -32%, -14, -1%, 5%, 28µM*
O=C(c1ccccc1F)N1CCCC(c2nn(-c3ccc(F)cc3)c(=O)[nH]2)C1 (configuration not stated)
 : -6%, -10%, -14%, 2, 4%, 1%, -1%
Fc1ccc(OC2CN(Cc3ccccc3)C2)c(F)c1
 : -6%[138 µM], 26%[87.6 µM], -3%[87.6 µM], 6, nt, 1%[88.5 µM], -7%[172 µM]
CCN(CC)C(=O)c1ccc2c(c1)N(Cc1ccc(C(F)(F)F)cc1)C(=O)c1ccccc1S2
 : nt, ?, -9%, 15, nt, nt, nt
COc1nc2nc(CC3CC3)n(C)c2cc1-c1ccc(CO)cc1
 : -20%[138 µM], 34%[activator][87.6 µM], 0%[87.6 µM], 2, -20%[172 µM], -4%[88.5 µM], ?
Cc1cc(C)c(/C=C/c2onc(C)c2S(=O)(=O)N2CCC(C(=O)NCC(C)c3ccccc3)CC2)c(C)c1 (configuration not stated)
 : nt, -2%, 16%, -22, nt, nt, nt
COc1cccc(CC(=O)N[C@@H]2C[C@H](Cn3cc(C4CC4)nn3)[C@@H](O)[C@H]2O)c1
 : i, -26%[87.6 µM], 2%[87.6 µM], -9, -4%[172 µM], i, i
O=[S+]1([O-])NC2(CCN(Cc3cccs3)CC2)COc2ccccc21
 : 2%, -10%, -4%, 16, nt, 1%, -6%
COc1ccc(CNC(=O)N2CCC(c3noc(-c4ccccc4)n3)C2)cc1 (configuration not stated)
 : ?, ?, -1%, 0, -16%, i, 45µM*

The listing continues.
Values run as follows: 3T3 cytotox, SNCA expr inh, HEK293 viab, IP6K1 inhibitor, Luciferase inh, GPT2 inhibitor, HEK cytotox
CN1CC2(CCN(C3CCN(Cc4ccccc4)CC3)CC2)CC1C(=O)N1CCOCC1 (configuration not stated)
 : ?, 14%, -12%, -9, 9%, 4%, ?
Cc1ccc(C(=O)NC2CCN(c3cc(-c4cccs4)[nH]n3)CC2)c(C)c1
 : 32µM*, -2%, 1%, 26, -25%, i, ?
c1cc2c(cc1-c1noc(-c3nc(-c4ccc5c(c4)OCO5)no3)n1)OCO2
 : i, -15%, 0%, 2, -13%, i, 13%
Cc1ccc(-c2cc(C(=O)O)n(C)c2)cc1
 : -29%, 92%[activator], 13%, -5, 16µM*, i, 0%
CN(C)[C@@H]1CO[C@H](CNS(C)(=O)=O)[C@H]1O
 : 1%[230 µM], -9%[87.6 µM], 0%[87.6 µM], -6, -2%[230 µM], 0%[88.5 µM], i
Cc1ccc(CC(=O)Nc2c(C(=O)N3CCN(c4ccccc4)CC3)oc3ccccc23)cc1
 : nt, 45%[activator], -18%, -1, nt, nt, nt
O=C(NCc1cccs1)C1CCN(C(=O)c2ccc(-c3cccs3)cc2)CC1
 : ?, nt, nt, -17, nt, nt, ?
CN(C)C[C@@H]1CN(Cc2ccncc2)C[C@H]1NC(=O)NCc1ccccc1
 : -14%, -4%, 12%, 9, -5%, i, ?
